aGal spleen mod = alpha-galactosidase A (human) modulation; P06280; human spleen homogenate, 4MU-alpha-Gal fluorescence, 40 min; Potency, µM (doses to about 80 µM), for the others: at the highest dose activity change, negative = inhibition, usual class: inhibitors; hit rate 0.008% among 240,000; AID 2107;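 also: 0% = enzyme with vehicle and -100% = no enzyme basal signal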
Target sequence (P06280 32-429 limits assumed): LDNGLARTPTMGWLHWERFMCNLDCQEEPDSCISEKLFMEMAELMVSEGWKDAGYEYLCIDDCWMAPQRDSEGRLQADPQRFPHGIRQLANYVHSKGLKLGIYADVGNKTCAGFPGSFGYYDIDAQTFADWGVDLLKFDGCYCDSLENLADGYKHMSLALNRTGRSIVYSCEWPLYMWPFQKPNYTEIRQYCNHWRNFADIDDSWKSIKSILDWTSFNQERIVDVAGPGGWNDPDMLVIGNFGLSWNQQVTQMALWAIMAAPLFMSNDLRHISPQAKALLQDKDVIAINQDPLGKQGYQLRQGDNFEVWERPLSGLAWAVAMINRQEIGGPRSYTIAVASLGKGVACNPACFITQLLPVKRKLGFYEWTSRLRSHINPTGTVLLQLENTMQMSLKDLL
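Inhibition or activation of alpha-galactosidase in human spleen homogenate is scored by 4-MU fluorescence after 40 min at 37C, pH 5.0, with 1 mM substrate. AC50s come from concentration-response fitted to the Hill equation.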
GoLoco inh red = RGS12 GoLoco-Gai1 interaction inhibition. P63096. Gai1:RGS12 GoLoco peptide FP, rhodamine, 10 min. Potency, µM (top dose mostly 61.6 µM), for the others: at the highest dose activity, negative = inhibition, hits mostly inhibitors. hit rate 0.44% among 230,000; active = well fitted inhibition curve with a large enough effect, not every such curve was filed as active; inactive = no such curve, though single readings can be large or run the other way; also: % is scaled to controls: 0 for no effect and ±100 for the full control effect; nearly all actives have a fitted effect of over 30% in size; many of its hits are not listed in these tables
KDM4E inh = JMJD2E (human) inhibition; B2RXH2; JMJD2E catalytic domain, FDH-coupled NADH fluorescence (FDH is formaldehyde dehydrogenase); Potency, µM (series often up to 57.1 µM), without a hit: at the top dose activity change, negative = inhibition, usual class: inhibitors; hit rate 1.6% among 230,000; AID 2147; active = well fitted inhibition curve with a large enough effect, not every such curve was filed as active; inconclusive = small, poorly fitted or top-dose-only effect, or another doubt; inactive = no such curve, though single readings can be large or run the other way;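 also: 0% = wells with enzyme and -100% = buffer wells without enzyme; nearly all actives have a fitted effect of over 50% in size; many of its hits are not listed in these tables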
Target sequence (B2RXH2 1-337 limits assumed): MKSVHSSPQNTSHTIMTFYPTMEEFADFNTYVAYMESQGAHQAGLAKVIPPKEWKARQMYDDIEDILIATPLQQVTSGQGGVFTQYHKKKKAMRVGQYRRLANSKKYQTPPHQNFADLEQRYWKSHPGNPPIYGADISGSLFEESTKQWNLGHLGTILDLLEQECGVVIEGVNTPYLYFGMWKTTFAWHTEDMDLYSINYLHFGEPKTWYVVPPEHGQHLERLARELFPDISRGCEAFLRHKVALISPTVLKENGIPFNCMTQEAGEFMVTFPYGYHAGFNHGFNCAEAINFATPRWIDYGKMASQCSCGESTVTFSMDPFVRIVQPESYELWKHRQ
ALDH1A1 inh = ALDH1A1 (human) enzyme inhibition; P00352; Purified ALDH1A1, NADH fluorescence, propionaldehyde substrate; Potency, µM (top dose mostly 75.3 µM), for inactives: at the top dose activity, negative = inhibition, hits mostly inhibitors; hit rate 7.3% among 220,000; AID 1030; active = well fitted inhibition curve with a large enough effect, not every such curve was filed as active; inconclusive = small, poorly fitted or top-dose-only effect, or another doubt; inactive = no such curve, though single readings can be large or run the other way;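 also: plate controls were no enzyme wells and a reference inhibitor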
GAA glycogen = inhibitors or activators of human alpha-glucosidase glycogen cleavage; P10253; recombinant GAA, glycogen substrate, Amplex Red glucose oxidase fluorescence; Potency, µM (series often up to 76.4 µM), for the others: top-dose activity change, negative = inhibition, usual class: inhibitors; hit rate 0.38% among 300,000; AID 2100;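 also: 0% = full enzyme reaction and -100% = no-enzyme basal signal; the screen sought inhibitors and activators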
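Recombinant human alpha-glucosidase (4 nM final) hydrolysed bovine liver glycogen (30 ug) for 40 min at 37 C in pH 5.0 citrate/phosphate with 0.01% Tween-20. Released glucose detected by glucose oxidase/Amplex Red, Ex 573/Em 610 nm. Compounds up to 77 uM; AC50 from Hill fits.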
GAA inh = alpha-glucosidase (human) inhibition; P10253; purified human GAA, 4-MU-alpha-glucoside fluorescence; Potency, µM (titrated, usually from 76.9 µM), inactives show at the highest dose activity change, negative = inhibition, actives largely listed as inhibitors; hit rate 0.005% among 200,000; AID 1466;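 also: plate controls were uninhibited enzyme wells for no effect and no-enzyme background for full effect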
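Compounds are titrated up to 77 uM against 4 nM human enzyme. Substrate 4-methylumbelliferyl-alpha-D-pyranoside (400 uM) reacts 20 min at room temperature in pH 5.0 buffer; liberated 4-methylumbelliferone is read at 440 nm.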
SMN2 splice enh = SMN2 splice variant enhancement; HEK293 SMN2-luciferase splicing reporter, luminescence, 30-36 h; Potency, µM (doses to about 46.1 µM), inactives show top-dose activity change, positive = activation, hits mostly activators; hit rate 2.8% among 210,000; AID 1458; also: % of control where 0% means no effect; nearly all actives have a fitted effect of over 55% in size
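HEK293 cells carry an SMN2 minigene-luciferase reporter in which exon 7 inclusion puts luciferase in frame. Cells were seeded at 2000 cells/well, attached for 10-12 hours, then exposed to compounds for 30-36 hours at 37C before ONE-Glo luminescence.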
aGlu spleen mod = lysosomal alpha-glucosidase (human) modulation | human spleen homogenate, 4-MU-alpha-glucoside fluorescence | Potency, µM (series often up to 79.9 µM), for inactives: at the highest dose activity change, negative = inhibition, hits mostly inhibitors | hit rate 0.006% among 240,000;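 also: 0% = enzyme with vehicle and -100% = no enzyme basal signal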
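Human spleen homogenate (1 ug) with 4-methylumbelliferyl-alpha-D-glucopyranoside (1 mM final) in 50 mM citrate/phosphate pH 5.0, 0.01% Tween-20; 40 min at 37 C. Stopped at pH 10; 4-MU fluorescence Ex 365/Em 440 nm; AC50 by Hill fit.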
An asterisk follows results filed as active; i = inactive; u = inconclusive; x = not tested or not shown; [ ] = another dose, or the depositor's remark. Unless noted, calls follow the shape of the dose curve; as a rule, active = well fitted curve in the direction sought with a large enough effect; inconclusive = small, poorly fitted or top-dose-only effect, or another doubt; inactive = no such curve, though single readings can be large; an effect the other way counts as inactive or inconclusive. Potency is read from the fitted curve at half-maximal effect. The list is partial; count on the stated rates, not on these rows.

SMILES	aGal spleen mod	GoLoco inh red	KDM4E inh	ALDH1A1 inh	GAA glycogen	GAA inh	SMN2 splice enh	aGlu spleen mod
CC(=O)Nc1ccc(-c2cc(N)n(-c3ccccc3)n2)cc1	-5%	23%	u	x	-2%	x	x	-12%
Cc1nn(C)c(C(=O)NN)c1Cl	6%	10%	112%[activator]	-15%	-19%	-6%	5%	1%
COc1cc(NC(=O)c2cccc(C)c2)c(OC)cc1NC(=O)CN1CCOCC1	0%	2%	-4%	u	-2%	4%	-27%	4%
C[Se]CCC(N)C(=O)O (stereo unspecified)	-8%	16%	x	u	x	x	x	3%
N#CCSc1nnc(Cc2cccc3ccccc23)n1C1CCCCC1	-9%	-3%	-3%	3%	10%	-7%	2%	-7%
CCn1c(=NC(=O)c2cccc(N3C(=O)CCC3=O)c2)sc2c(C)ccc(OC)c21	3%	10%	u	x	-5%	x	x	4%
O=C(NCCn1cc(SCc2ccc(F)cc2)c2ccccc21)c1ccccc1F	0%	9%	-20%	-2%	-12%	u	-40%[inhibitor]	4%
CCc1nc2ccccc2c(C(=O)OCC(=O)C(C)(C)C)c1C	-4%	7%	1%	-6%	-11%	-6%	-9%	-6%
Cc1cc(C)c2[nH]c(=O)c(CN(CC3CCCO3)C(=O)C3CCCO3)cc2c1 (stereo unspecified)	-5%	-9%	u	u	3%	-5%	9%	-1%
COc1ccc(CCNC2CC(=O)N(N(C)C)C2=O)cc1OC (stereo unspecified)	6%	15%	12%	-15%	5%	u	-10%	0%
Cc1ccccc1NC(=S)N(Cc1cccnc1)Cc1ccccc1Cl	2%	4%	-4%	u	-3%	7%	-13%	7%
COc1ccc(S(=O)(=O)NC(C(=O)NCCc2ccccn2)C(C)C)cc1 (stereo unspecified)	2%	0%	-3%	12%	7%	-1%	-5%	0%
COc1ccc(/C=C(/C(=O)c2ccc(Cl)cc2Cl)n2cncn2)cc1	0%	3%	-1%	8.9µM*	-14%	-1%	-20%	3%
Cn1c(N)c(C(=O)CSc2nc(N)cc(=O)[nH]2)c(=O)n(C)c1=O	1%	i	0%	u	-6%	-3%	-34%	2%
NC(=O)CSc1nccn1Cc1ccc(Cl)cc1	-5%	14%	11%	5%	5%	5%	-6%	-3%
O=C(NCC(c1ccco1)N1CCCCC1)C(c1ccccc1)c1ccccc1 (stereo unspecified)	u	9%	-1%	u	1%	u	-25%	-16%
CN(C(=O)c1cnc(N2CCN(c3ncccn3)CC2)c2ccccc12)c1ccc(Cl)cc1	8%	4%	0%	9%	-5%	-7%	-39%[inhibitor]	1%
Cc1cc(C)c(NC2=NS(=O)(=O)c3ccccc32)c(C)c1	-9%	3%	2%	13%	6%	-11%	19%	-2%
COc1ccc(OCC(=O)N2CCN(c3nnc(-c4ccccc4)c4ccccc34)CC2)cc1	-1%	9%	4%	15%	5%	8%	-40%[inhibitor]	-3%
COc1ccc(S(=O)(=O)N(CC(=O)N2CCN(C)CC2)C2CCCCC2)cc1OC	2%	12%	5%	-5%	-4%	-10%	19%	0%
Cc1nn(-c2ccccc2)c(C)c1/C=N/NC(=O)c1cc(C23CC4CC(CC(C4)C2)C3)[nH]n1	-11%	5%	6%	u	-15%	-2%	u	-6%
Cc1ccc(C)c(OCCCCCn2ccnc2)c1	1%	-2%	-6%	6%	8%	0%	-1%	-17%
O=C(Nc1ccc(F)cc1)N(CCCN1CCOCC1)Cc1cc2cc3c(cc2[nH]c1=O)OCO3	19%	-4%	u	u	7%	6%	-35%[inhibitor]	1%
CC(C)(C)c1ccc(C(=O)NCC(=O)OCN2C(=O)c3ccccc3C2=O)cc1	-2%	4%	10%	u	-1%	-1%	-3%	-3%
S=C(NCc1ccccc1)N1CCN(Cc2ccc3c(c2)OCO3)CC1	0%	2%	10%	2%	17%	4%	-7%	-7%
COc1ccccc1CNC(=O)c1ccc(OCC2CCCO2)cc1 (stereo unspecified)	-1%	1%	-2%	1%	9%	-7%	-10%	-4%
CCCCNCc1cc2ccccc2o1	1%	-1%	4%	x	-13%	x	x	-2%
COC(=O)c1cc(NS(=O)(=O)c2ccc(NCc3cccnc3)c([N+](=O)[O-])c2)cc(C(=O)OC)c1	-6%	3%	-4%	12%	0%	-3%	28%	5%
COc1ccc(/C=N/NC(=O)c2ccc(Cl)cc2)cc1COC(C)=O	1%	-1%	5%	7%	-4%	-4%	9%	-2%
NNc1cc([N+](=O)[O-])cc2c1C(=O)N(Cc1ccccc1)S2=O (stereo unspecified)	-10%	-15%	-4%	14µM*	-28%	-2%	1%	-26%

Whole records, looked up by structure. Values in the order: aGal spleen mod | GoLoco inh red | KDM4E inh | ALDH1A1 inh | GAA glycogen | GAA inh | SMN2 splice enh | aGlu spleen mod
COc1ccccc1CNC(=O)c1ccc(OCC2CCCO2)cc1 (stereo unspecified) as listed: -1% | 1% | -2% | 1% | 9% | -7% | -10% | -4%
Cc1nn(-c2ccccc2)c(C)c1/C=N/NC(=O)c1cc(C23CC4CC(CC(C4)C2)C3)[nH]n1 as listed: -11% | 5% | 6% | u | -15% | -2% | u | -6%
COc1cc(NC(=O)c2cccc(C)c2)c(OC)cc1NC(=O)CN1CCOCC1 as listed: 0% | 2% | -4% | u | -2% | 4% | -27% | 4%
CN(C(=O)c1cnc(N2CCN(c3ncccn3)CC2)c2ccccc12)c1ccc(Cl)cc1 as listed: 8% | 4% | 0% | 9% | -5% | -7% | -39%[inhibitor] | 1%
CCn1c(=NC(=O)c2cccc(N3C(=O)CCC3=O)c2)sc2c(C)ccc(OC)c21 as listed: 3% | 10% | u | x | -5% | x | x | 4%

(cont.)
SMILES	aGal spleen mod	GoLoco inh red	KDM4E inh	ALDH1A1 inh	GAA glycogen	GAA inh	SMN2 splice enh	aGlu spleen mod
COc1ccc2nc(N3C(=O)/C(=C/c4ccc(Cl)cc4)NC3=S)sc2c1	-8%	122%[activator]	2%	14%	-5%	4%	-9%	-5%
Cc1ccc(SCCNC(=O)C(C)C)cc1	-6%	2%	11%	5%	-1%	-7%	x	-10%
CCOC(=O)Cc1csc(NC(=O)CSc2ccc(Br)cc2)n1	-5%	11%	4%	-12%	2%	0%	-10%	5%
COc1cc(C2/C(=C(\O)c3cc(C)ccc3C)C(=O)C(=O)N2CCN(C)C)ccc1O (stereo unspecified)	-5%	x	-15%	u	-25%	5%	x	2%
COC(=O)c1ccc(CSc2nc3sc4c(c3c(=O)n2C)CCCC4)o1	4%	-5%	0%	-6%	-19%	0%	-8%	5%
O=C(CN1C(=O)/C(=C2\SC(=S)N(C3CCS(=O)(=O)C3)C2=O)c2ccccc21)Nc1ccc(F)cc1 (stereo unspecified)	-7%	5%	-1%	x	0%	x	x	-12%
O=C(CNc1ccccc1)N/N=C/c1cn(-c2ccccc2)nc1-c1ccccc1	-2%	3%	6%	u	3%	4%	-16%	-6%
Cc1c(C(=O)NN2CCOCC2)oc2c1ccc1ccccc12	-10%	3%	-8%	8%	1%	-3%	-5%	-9%
Cc1ccc(S(=O)(=O)Oc2ccc3c(c2)O/C(=C\c2cccnc2)C3=O)cc1	2%	4%	1%	11µM*	13%	-8%	-29%	-2%
CCOc1ccc(-c2cc(CCCC(=O)NCc3cccnc3)no2)cc1	0%	2%	-3%	9%	-6%	0%	13%	-2%
COc1ccc(/C=N/NC(=O)c2cccc([N+](=O)[O-])c2)cc1OS(=O)(=O)c1ccc(C)cc1	16%	9%	4%	13µM*	-17%	1%	-6%	1%
Clc1ccc(C2=Nn3c(nnc3-c3cc(-c4ccccc4)n[nH]3)SC2)cc1	11%	7%	0%	2%	6%	4%	21%	4%
COc1cccc(Nc2cc(C)nc3nc(C)nn23)c1	6%	7%	0%	10%	2%	-8%	1%	5%
Cc1ccc2c(c1)c1c(n2CC(O)CN2CCCCC2C)CCCC1 (stereo unspecified)	-3%	1%	u	x	2%	x	x	-4%
Cc1ccc(C#N)c(SCc2ccccc2F)n1	-1%	-2%	7%	x	-1%	x	x	-4%
Cc1ccc(CCNC(=O)C2CCCN(S(=O)(=O)c3cccs3)C2)cc1 (stereo unspecified)	10%	-3%	5%	0%	-1%	-18%	-5%	-6%
O=C(NCc1ccco1)c1cc2sccc2n1Cc1ccccc1	-2%	7%	u	u	-5%	-2%	5%	-5%
CCOC(=O)c1nnc(-c2ccccc2)nc1N1CCSCC1	4%	10%	4%	-8%	-16%	13%	0%	4%
CC(C)CCNC(=O)Cc1csc(-c2ccccc2)n1	0%	0%	10%	5%	6%	-2%	6%	2%
O=C(O)CN=C1CC(c2ccccc2)CC(=O)/C1=C(/O)CCCN1C(=O)c2ccccc2C1=O (stereo unspecified)	-5%	2%	4%	u	4%	4%	x	3%
O=C(Nc1ccc(F)cc1)c1ccc(-n2cncn2)c([N+](=O)[O-])c1	1%	9%	2%	11%	-16%	11%	-12%	-10%
OCCN(CC#CC(O)(c1ccccc1)c1cccc(F)c1)CCO (stereo unspecified)	-2%	4%	-2%	-8%	12%	-7%[15.4 µM]	x	-4%
C=CCNC(=O)C1CC1(c1ccccc1)c1ccccc1 (stereo unspecified)	-2%	7%	3%	5%	-9%	-2%	-24%	-9%
COc1ncc2nc(-c3ccccc3)c(=O)n(C3CC3)c2n1	2%	5%	x	u	x	x	x	7%

Screening data as filed in PubChem.
